eLon inh – inhibitors of E. coli Lon protease, primary screen, biochemical, fluorescence polarization; inhibition, % at 7.94 µM; hit rate 0.42% among 360,000; AID 602123, 2011; purified E. coli Lon protease; in the data active = inhibition above about 13%, passing the limit was not always enough;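 also: 0% = enzyme with probe and DMSO and 100% = no enzyme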
Target sequence (P0A9M0 whole entry, looked up): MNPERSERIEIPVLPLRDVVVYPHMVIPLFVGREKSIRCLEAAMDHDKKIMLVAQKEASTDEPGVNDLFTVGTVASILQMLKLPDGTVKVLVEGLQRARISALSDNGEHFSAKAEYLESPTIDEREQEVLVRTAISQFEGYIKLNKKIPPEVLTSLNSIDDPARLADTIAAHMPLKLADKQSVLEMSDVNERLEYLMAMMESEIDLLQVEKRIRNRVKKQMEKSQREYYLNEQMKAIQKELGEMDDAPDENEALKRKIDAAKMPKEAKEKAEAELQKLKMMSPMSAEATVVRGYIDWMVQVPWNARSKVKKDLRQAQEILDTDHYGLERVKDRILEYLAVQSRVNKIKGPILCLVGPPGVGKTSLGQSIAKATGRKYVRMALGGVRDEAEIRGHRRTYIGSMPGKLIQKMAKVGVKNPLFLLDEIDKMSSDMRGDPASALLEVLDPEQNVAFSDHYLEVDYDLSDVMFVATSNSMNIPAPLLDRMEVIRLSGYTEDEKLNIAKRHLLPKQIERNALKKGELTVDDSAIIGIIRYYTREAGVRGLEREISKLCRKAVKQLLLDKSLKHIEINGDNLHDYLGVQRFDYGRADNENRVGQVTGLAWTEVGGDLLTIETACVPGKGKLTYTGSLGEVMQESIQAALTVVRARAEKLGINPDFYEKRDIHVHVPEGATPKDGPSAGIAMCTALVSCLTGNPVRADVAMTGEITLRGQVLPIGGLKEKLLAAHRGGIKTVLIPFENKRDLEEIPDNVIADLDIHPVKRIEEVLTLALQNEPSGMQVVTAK
CendR NRP1 mod – modulators of CendR peptide binding to NRP-1, primary screen, biochemical, fluorescence polarization, uHTS. Neuropilin-1 (Homo sapiens), O14786. FAM-RPARPAR peptide binding to NRP-1. inhibition, % at 25 µM. hit rate 0.85% among 360,000;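 active = inhibition or corrected inhibition above about 18%, plus a signal ratio from 0.5 to 1.5, limit read from the data, passing the limit was not always enough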; also: strong numbers were not always called active
SKN-1 inh – suppressors of acrylamide-induced Pgst-4::GFP reporter in worms, primary screen, SKN-1 inhibitor project, whole organism, uHTS, GFP/RFP fluorescence ratio, strain VP596; C. elegans VP596 Pgst-4::GFP/RFP ratio, 24 h; inhibition, % at 21.8 µM; hit rate 0.49% among 360,000;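 active = interference check ratio from 0.5 to 1.5 plus GFP to RFP signal ratio inhibition reaching or exceeding a fixed threshold, cut at about 30% in these data, passing the limit was not always enough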; also: some compounds called inactive have numbers as strong as hits
Rin1 Abl inh – inhibitors of Rin1-Abl protein binding, primary screen, biochemical, TR-FRET. Tyrosine-protein kinase ABL1 (Homo sapiens) + Ras and Rab interactor 1 (Homo sapiens), …. inhibition, % at 7.35 µM. hit rate 0.4% among 360,000; in the data active = inhibition above about 5%, passing the limit was not always enough
MsrA act – bovine MsrA enzyme activators, primary screen, biochemical, absorbance, HTS. Methionine sulfoxide reductase A (Bos taurus). purified bovine MsrA, absorbance read-out. activation, % at 10.6 µM. hit rate 0.3% among 360,000; in the data active = activation above about 7.5%;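 also: 0% = vehicle and 100% = reference activator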
Neddylation inh – inhibitors of cullin neddylation, primary screen, biochemical, TR-FRET, uHTS, NAE and Ubc12; calls only at 25 µM; NEDD8-conjugating enzyme Ubc12 (Homo sapiens) + NEDD8-activating enzyme E1 regulatory …; AID 651699, 2012; hit rate 0.58% among 360,000; in the data active = inhibition above about 36%
MsrA inh – bovine MsrA enzyme inhibitors, primary screen, biochemical, absorbance, HTS. Methionine sulfoxide reductase A (Bos taurus). purified bovine MsrA, absorbance read-out. inhibition, % at 15.5 µM. hit rate 0.75% among 360,000. AID 651718, 2012; in the data active = inhibition above about 4.5%;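 also: 0% = vehicle wells with enzyme and 100% = reference inhibitor wells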
MT1-MMP act inh – blockers of MT1-MMP proenzyme processing, primary screen, HT1080 RFP-PRO-GFP cells, GFP/RFP fluorescence | Matrix metalloproteinase-14 (Homo sapiens), P50281 | GFP/RFP ratio fluorescence, overnight; percent of plate control window, DMSO zero | GFP/RFP ratio change, % at 20 µM | hit rate 0.061% among 360,000;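 active = GFP/RFP ratio change of at least 30% with cell ATP level not reduced by more than half and red fluorescence within 50% of control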; also: strong numbers were not always called active
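Test system: HT1080 cells expressing an RFP-PRO-GFP fluorescent reporter construct / Compound dosing: single-point 20 µM compound, 1% DMSO / Schedule: cells overnight before dosing, compound overnight, 37 °C, 5% CO2 / Evaluation: GFP/RFP fluorescence ratio / Control set: DMSO and RFP-L50D-GFP cell wells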
FAS-TE inh – FAS thioesterase domain inhibitors, primary screen, biochemical, fluorescence intensity, uHTS. hit rate 0.67% among 360,000. recombinant FAS-TE, OMFH fluorogenic substrate, fluorescence endpoint. inhibition, % at 15 µM;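 active = compounds whose normalised, plate-corrected inhibition of enzyme fluorescence in the single-dose primary screen is 50% or more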;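 also: 0% = DMSO with enzyme and 100% = substrate without enzyme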
Starred values were filed as active, the others as inactive; i = inactive; . = not tested or not shown. Compounds as they come. Share with any hit: about 4.2%.

SMILES	eLon inh	CendR NRP1 mod	SKN-1 inh	Rin1 Abl inh	MsrA act	Neddylation inh	MsrA inh	MT1-MMP act inh	FAS-TE inh
C/C=C/c1cc(CN2CCN(c3ccc(OC)cc3)CC2)c(O)c(OC)c1	-6	4	-11	0	-3	i	-0.2	-1	-2
CC(C)CN(C(=O)COC(=O)c1ccc(C#N)cc1)C1CCS(=O)(=O)C1 (configuration not stated)	-7	4	1	2	-2	i	-0.5	-3	-4
CC1CN(S(=O)(=O)Cc2ccccc2)CC(C)O1 (configuration not stated)	-4	4	22	0	-2	i	0.1	-3	-5
COc1ccccc1CNC(=O)c1ccc(C)s1	2	-4	-6	1	-3	i	-0.7	2	2
O=C(/C=C/c1cccs1)NC1CCS(=O)(=O)C1 (configuration not stated)	0	2	-1	4	-9	i	3.4	-1	-7
C=CCN(CC=C)C(=S)NC(=O)c1ccc([N+](=O)[O-])cc1	1	1	9	1	-3	i	0.9	8	-3
CCc1cc2c(=O)n(-c3ccccc3)c(SCC(N)=O)nc2s1	-12	1	4	1	-3	i	-0.1	-3	-6
CC(=O)Nc1ccc(Nc2cc(N3CCOCC3)c3nonc3c2[N+](=O)[O-])cc1	1	0	12	0	-9	i	0.5	4	5
CC1=C(C)CC(C(=O)NNC(=O)c2ccccc2O)C(C(=O)O)C1 (configuration not stated)	5	-10	-10	1	-4	i	0.6	-12	-5
Cc1cccc(NC(=S)NC(=O)c2ccc(-c3ccccc3)cc2)n1	-6	6	2	-2	0	i	-0.5	-4	17
O=C1Nc2ccccc2N(O)N1c1cc(-c2ccccc2)[nH]n1	0	-5	-11	-1	-1	i	-0.7	1	-6
NC(=O)c1ccccc1NC(=O)COc1ccc2c(c1)OCO2	-9	8	-3	2	-8	i	-0.4	6	-5
c1ccc2c(c1)nc(NCCN1CCOCC1)c1nncn12	-33	-7	-28	4	7	i	0.3	3	-7
Cn1c(=O)[nH]c(=O)c2c1nc(N1CCOCC1)n2CCN1CCOCC1	3	9	3	3	1	i	-0.7	0	-6
CCCCN(CCCC)CC(O)CN(c1cc([N+](=O)[O-])ccc1OC)S(=O)(=O)c1ccccc1 (configuration not stated)	2	9	6	-1	3	i	0.2	-5	39
Cc1ccc(NC(=O)CSc2nnc(-c3ccccn3)n2N)c(Br)c1	1	7	-2	-2	-3	i	0.0	0	2
Cc1cccc2sc(NS(=O)(=O)c3ccccc3)nc12	-10	10	8	0	-3	i	0.1	-2	-8
C=CCOc1cccc(C(=O)Nc2ncn[nH]2)c1	0	23	8	-3	-2	i	-1.5	0	-6
COc1ccc(CNc2nn[nH]n2)cc1OC	3	0	12	3	-1	i	-0.8	2	-3
CCOC(=O)C(C)CC(C)C(=O)N1CCOCCN(C(=O)C(C)CC(C)C(=O)OCC)CCOCC1 (configuration not stated)	7	7	16	3	6	i	-0.8	-1	-1
COc1ccc(/C=C(\C#N)C(=O)OCC(=O)NCc2ccccc2Cl)cc1	-2	-43	8	0	-3	i	4.0	0	-9
COc1cccc(NC(=O)COC(=O)CCS(=O)(=O)c2ccc(C)cc2)c1	3	-5	100	1	-1	i	-1.3	1	-6
O=C(Cc1ccsc1)OCC(=O)c1ccccc1	-9	-13	9	4	-2	i	-0.1	2	-5
COc1cc(OC)c2ccc(=O)oc2c1C(CC(=O)N1CCOCC1)c1ccc2c(c1)OCO2 (configuration not stated)	-13	0	3	0	-3	i	1.7	0	-2
O=c1[nH]c(CN2CCc3ccccc3C2)nc2ccccc12	-3	-8	8	-1	0	i	0.0	-12	-9
CC1CCN(c2cc(C#N)c(C#N)cc2[N+](=O)[O-])CC1	-3	-9	6	0	-2	i	-0.2	3	-6
COc1ccc(CN2C(=O)c3cccnc3C2=O)cc1S(=O)(=O)NC(C)C	-6	4	-6	5	-2	i	-1.1	1	-6
CCC(C)(C)NC(=O)/C=C/c1cccs1	5	1	-1	1	-6	i	0.8	2	-10
C=C(C)COc1ccc(C2NC(=O)c3ccccc3O2)cc1OCC (configuration not stated)	-2	4	-4	0	-2	i	0.0	-2	0
CCN(C(=O)COC(=O)CCn1c(C)csc1=O)c1c(N)n(Cc2ccccc2)c(=O)[nH]c1=O	-2	2	8	2	-1	i	1.0	-2	-7
Cc1ccc(-c2nc3ncccn3c2Nc2ccc3c(c2)OCO3)o1	-134	-11	-4	1	-11	i	1.7	-5	-4
N#CCCn1cc(C(N)=O)c(-c2cccs2)n1	-10	1	-10	2	-4	i	0.1	0	0
COc1ccccc1-c1noc(CCC(=O)Nc2cc(C(F)(F)F)ccc2Cl)n1	-8	-5	-20	-1	0	i	-1.1	3	18
COc1ccc(-c2oc3ccc(N4CCOCC4)cc3c2C#Cc2ccc(N)cc2)cc1	-16	-19	5	1	-1	.	3.8	1	22
CCOC(=O)C1=C(COC(=O)c2ccc(Cl)nc2)NC(=O)NC1C (configuration not stated)	7	2	-15	0	-10	i	-1.0	1	-2
Cc1ccc2cc(CN(c3ccccc3)S(=O)(=O)c3ccccc3)c(=O)[nH]c2c1	4	0	-1	2	-3	i	0.1	-3	19

Only MsrA inh, Rin1 Abl inh and MT1-MMP act inh (three entries from above):
| Structure | MsrA inh | Rin1 Abl inh | MT1-MMP act inh |
| --- | --- | --- | --- |
| COc1ccc(-c2oc3ccc(N4CCOCC4)cc3c2C#Cc2ccc(N)cc2)cc1 | 3.8 | 1 | 1 |
| CCOC(=O)C1=C(COC(=O)c2ccc(Cl)nc2)NC(=O)NC1C (configuration not stated) | -1.0 | 0 | 1 |
| Cc1ccc2cc(CN(c3ccccc3)S(=O)(=O)c3ccccc3)c(=O)[nH]c2c1 | 0.1 | 2 | -3 |

(continued)
SMILES	eLon inh	CendR NRP1 mod	SKN-1 inh	Rin1 Abl inh	MsrA act	Neddylation inh	MsrA inh	MT1-MMP act inh	FAS-TE inh
O=C(c1ccccc1F)N1CCC2CC1c1cc(N3CCCCC3)ccc12 (configuration not stated)	-1	-30	8	4	0	i	-0.5	-2	1
Cc1ccc(/C=C(\C#N)c2nc3ccccc3[nH]2)s1	-18	-37	10	0	-10	i	1.9	5	2
Cc1cc(C)n(-c2nc(NCCCN(C)C)c3c4c(sc3n2)CCCC4)n1	4	-2	5	-5	-11	i	0.8	.	-1
N#Cc1ccc(S(=O)(=O)NC[C@H]2O[C@@H](n3ccc(N)nc3=O)[C@H](O)[C@@H]2O)cc1	-6	-17	-8	3	-3	i	-0.2	3	-6
c1ccc2sc(C3CCN(Cc4nnnn4Cc4ccc5c(c4)OCO5)CC3)nc2c1	-11	-2	4	2	-4	i	-0.2	3	21
Cc1nn(CCOc2ccccc2)c(=O)n1-c1ccc(F)cc1	-5	-3	-1	2	-7	i	0.1	7	-8
Cc1ccc(S(=O)(=O)NNC(=O)c2c(O)c3ccccc3[nH]c2=O)cc1	-4	-9	-3	-3	-6	i	0.3	2	-3
COc1cccc(C(=O)NNC(=O)Cc2ccc(Cl)cc2)c1	-7	4	-16	1	2	i	2.0	1	-6
CCCCn1c(N)c(N(CC(C)C)C(=O)CSc2nnc(-c3ccc(Cl)cc3)o2)c(=O)[nH]c1=O	-11	4	1	3	-3	i	-0.2	-5	-11
CC1Cc2ccccc2N1C(=O)CSc1nncs1 (configuration not stated)	-11	-1	-20	6	-1	i	0.7	-1	-3
CC(=O)N1CC(C)Sc2ccc(S(=O)(=O)NCc3ccccc3Cl)cc21 (configuration not stated)	0	8	2	1	-2	i	0.9	-3	7
COc1ccc(OCC(O)CNCc2ccco2)cc1 (configuration not stated)	-5	-8	12	0	0	i	0.7	2	-5
COc1ccc(OC)c(CN2CCN(C(=O)c3cccc(S(=O)(=O)N(C)c4ccccc4)c3)CC2)c1	-6	-2	-2	0	-2	i	-0.4	-2	6
CCN(c1cc(C)cc(C)c1)S(=O)(=O)c1nnc(NC(=O)C(C)(C)C)s1	-1	0	9	0	-2	i	-1.2	-3	2
Cc1cc(C)c2c(=O)[nH]cnc2n1	-5	-2	4	-4	-3	i	-0.5	5	-4
Cc1cccc(Cn2ccc(NC(=O)c3cccnc3)n2)c1	10	-4	4	2	-2	i	-1.4	0	2
CC(Nc1ccc2c(c1)OCCO2)C(=O)N1c2ccccc2CC1C (configuration not stated)	3	0	-9	-2	-10	i	-0.1	1	1
CC(C)CC(N)c1cn([C@@H](CCC(=O)O)C(=O)N2CCNCC2)nn1 (some centres not stated)	-6	11	-9	0	-4	i	0.5	0	-16
CCCOP(=O)(c1ccc(N(C)C)cc1)C(O)c1ccc(Cl)cc1 (configuration not stated)	-1	2	-5	3	-3	i	0.1	-2	-4
COc1ccc(CC(C)N2CCN(c3ccccc3OC)CC2)cc1OC (configuration not stated)	3	13	11	0	-1	i	-1.6	2	-3
CC(=O)c1ccc(NC(=O)c2cnn3ccccc23)cc1	0	6	5	1	-1	i	3.0	-2	-4
COc1ccc(C2(O)CCN(Cc3nnnn3Cc3ccc(F)cc3)CC2)cc1	2	-7	-14	3	-13	i	-0.3	3	-4
Cc1ccc(S(=O)(=O)Oc2ccccc2/C=N/O)cc1	4	-3	-2	-3	-3	i	0.9	0	-7
O=C(Nc1cccc(Cl)c1)OCCOc1ccccc1	-2	-8	13	-1	-3	i	-0.6	11	31
COC(=O)c1cc(=O)n(Cc2ccco2)c(=Nc2ccc(F)cc2)s1	-5	4	-3	-2	-1	i	.	5	0
O=C(CNC(=O)/C(=C\c1ccc(F)cc1)NC(=O)c1ccccc1)OCc1ccccc1	0	0	19	-5	2	i	0.7	-2	4
Nc1ccn([C@@H]2O[C@H](CO)[C@@H](O)[C@H]2O)c(=O)n1	4	2	10	-1	-1	i	1.4	2	-4
C=CCn1c(SCC(=O)NC23CC4CC(CC(C4)C2)C3)nc(O)cc1=O	-3	4	12	1	3	i	-0.3	0	2
COc1ccc(OCC(=O)Nc2cc(-c3nn(C)c(=O)c4ccccc34)ccc2N2CCOCC2)cc1	5	-1	-4	2	-5	i	0.0	-2	11
CCc1cccc(C)c1NC(=O)COC(=O)Cn1c(C)csc1=O	4	8	8	3	-11	i	-1.9	.	-4
CN1CCN(CC(=O)NN2CC(=O)N(c3ccc(F)cc3)CC2=O)CC1	2	2	-4	-1	2	i	0.5	-5	-6
COc1cc2c(cc1OC)C1=NC(=O)CN1C(SCc1ccccc1)=N2	-5	-9	-8	-2	-3	i	0.9	0	2
CCn1nc(NC(=O)Cc2ccc(OC)cc2)c2cc3cccc(C)c3nc21	5	5	0	-1	-2	.	-1.3	6	0
Cc1cc(NC(=O)CSc2nc(-c3ccco3)cc(C(F)(F)F)n2)no1	2	-1	-7	4	-7	i	1.2	5	-7
Cc1ccn2c(NC(=O)c3ccco3)c(-c3ccccc3)nc2c1	0	-11	-1	-2	-2	i	4.0	0	-10
O=C(Nc1cccnc1)c1cc(-c2ccc(F)cc2)on1	-8	19	10	-1	0	i	-0.9	-1	-5
CNC[C@@H]1Oc2cc(Br)ccc2S(=O)(=O)N([C@@H](C)CO)C[C@H]1C	-4	1	-7	-2	1	i	-1.4	0	-1
Cc1ccc(NC(=O)C2CCCN(S(=O)(=O)c3c(C)noc3/C=C/N(C)C)C2)c(C)c1 (configuration not stated)	-58	-5	10	6	-2	i	0.9	-3	4

Assay outcomes deposited in PubChem BioAssay by several laboratories.
